# JMJD2A Tudor: inhibitors of human JMJD2A Tudor domain; hit rate 4.4% among 390,000; O75164; AlphaScreen JMJD2A-Tudor / H3K4me3 peptide binding; Potency, µM (series often up to 114 µM), inactives show at the highest dose activity change, negative = inhibition, most hits filed as inhibitors; also: potency is read from the fitted curve at half-maximal effect; % is scaled to controls: 0 for no effect and ±100 for the full control effect; nearly all actives have a fitted effect of over 50% in size
# G9a block: inhibitors of human histone lysine methyltransferase G9a; Potency, µM (highest dose often 102 µM), without a hit: at the top dose activity, negative = inhibition, actives largely listed as inhibitors; Q96KQ7; hit rate 8.8% among 350,000; AID 504332; G9a H3K9 monomethylation, AlphaScreen, 2 h; also: potency is read from the fitted curve at half-maximal effect; % is scaled to controls: 0 for no effect and ±100 for the full control effect; nearly all actives have a fitted effect of over 75% in size
# Target sequence (Q96KQ7 913-1193 limits assumed): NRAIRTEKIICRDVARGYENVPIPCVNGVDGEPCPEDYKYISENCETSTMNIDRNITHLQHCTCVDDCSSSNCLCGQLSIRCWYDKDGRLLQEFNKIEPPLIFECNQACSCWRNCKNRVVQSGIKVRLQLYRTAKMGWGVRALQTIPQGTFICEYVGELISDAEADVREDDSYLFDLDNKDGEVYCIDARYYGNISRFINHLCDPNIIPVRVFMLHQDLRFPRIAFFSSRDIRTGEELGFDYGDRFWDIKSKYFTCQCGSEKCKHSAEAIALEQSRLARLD
#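 AlphaScreen read-out: biotin-H3K9 peptide (500 nM) methylation by 20 nM enzyme with 20 uM SAM, 2 h at room temperature after 15 min compound preincubation; anti-monomethyl H3K9 antibody plus donor/acceptor beads, 10 min dark.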
# RGS4 inh: inhibitors of human regulator of G protein signaling 4 | Transcreener GDP fluorescence polarization, RGS4-accelerated GTP hydrolysis | hit rate 0.039% among 390,000 | Potency, µM (titrated, usually from 114 µM), without a hit: top-dose activity change, negative = inhibition, usual class: inhibitors | P49798; also: potency is read from the fitted curve at half-maximal effect; % is scaled to controls: 0 for no effect and ±100 for the full control effect; nearly all actives have a fitted effect of over 75% in size; some results filed as inactive show a strong effect at the top dose
#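 MLSMR compounds (23 nl, pin-transferred) preincubated 10 min at room temperature with a 500nM (2x) first reagent, then RGS4 at 900nM (2x) plus Transcreener GDP mix added; fluorescence polarization (620/688 nm) read before and after 90 min at 30 °C.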
# BAZ2B inh: inhibitors of human BAZ2B bromodomain; AID 504333; AlphaScreen BAZ2B-H3K14Ac peptide displacement; hit rate 4.4% among 360,000; Q9UIF8; Potency, µM (doses to about 114 µM), without a hit: top-dose activity change, negative = inhibition, actives largely listed as inhibitors; also: potency is read from the fitted curve at half-maximal effect; % is scaled to controls: 0 for no effect and ±100 for the full control effect; nearly all actives have a fitted effect of over 60% in size
#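 BAZ2B (50 nM) with biotin-H3(5-23)K14Ac peptide (50 nM) in PBS pH 7.4, 0.01% Tween-20, preformed 30 min, then compound 30 min at room temperature; top concentration 110uM. AlphaScreen streptavidin donor/nickel chelate acceptor beads (10 ug/mL final), 20 min dark, signal read.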
# PI4K2A block: PI4K2A (human) kinase inhibition | hit rate 0.13% among 420,000 | activity change, negative = inhibition, % at 76.9 µM | purified PI4K2A, ADP-Glo luminescence, 1 h; active compounds read low; in the data active = activity change below about -50%; inconclusive = mostly about -30% to -49%;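 also: -100% = wells without enzyme as full effect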
# Target sequence (Q9BTU6 whole entry, looked up): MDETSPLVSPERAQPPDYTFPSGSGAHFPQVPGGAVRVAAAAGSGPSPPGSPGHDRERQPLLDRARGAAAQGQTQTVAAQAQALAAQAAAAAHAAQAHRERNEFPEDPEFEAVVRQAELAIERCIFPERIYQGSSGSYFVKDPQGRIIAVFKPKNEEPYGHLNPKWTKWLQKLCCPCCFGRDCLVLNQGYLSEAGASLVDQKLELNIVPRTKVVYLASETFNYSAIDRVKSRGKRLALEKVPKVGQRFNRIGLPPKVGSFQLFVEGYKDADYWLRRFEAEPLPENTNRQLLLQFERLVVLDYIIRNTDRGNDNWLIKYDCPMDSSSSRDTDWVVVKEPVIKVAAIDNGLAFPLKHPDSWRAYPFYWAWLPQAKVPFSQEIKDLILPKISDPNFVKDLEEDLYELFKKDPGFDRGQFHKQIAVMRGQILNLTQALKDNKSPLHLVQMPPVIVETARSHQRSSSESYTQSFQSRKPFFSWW
#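 In this quantitative HTS, ADP production by PI4K2A was quantified luminescently after 1 h at ambient temperature; 100 microM adenosine served as plate-quality control.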
# ERG Ets-DNA blk: ERG Ets/DNA interaction inhibition; fluorescence polarization, His-ERG Ets domain / labelled DNA; P11308; Potency, µM (doses to about 76.9 µM), inactives show at the highest dose FP activity, negative = inhibition, usual class: inhibitors; hit rate 0.028% among 370,000; AID 624246; active = well fitted inhibition curve with a large enough effect in the polarisation, with a control signal flat; inconclusive = small, poorly fitted or top-dose-only effect, or effect the other way, or a change in a side signal; inactive = no such curve, though single readings can be large or run the other way; the % refers to the polarisation;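 also: polarization taken with two DNA probes labelled with fluorescein and Texas red; potency is read from the fitted curve at half-maximal effect; % of control where 0% means no effect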
#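 His-tagged ERG Ets domain (1 uM in the protein solution; 300mM KCl, 50mM Tris-HCl, 1mM EDTA, 1mM DTT, pH 7.5) received compound, then a probe mix of 5 nM fluorescein-DNA and 100nM Texas-615-DNA. Fluorescence polarization was read for both dyes.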
# ALOX12 inh: blocks human arachidonate 12S-lipoxygenase. hit rate 1.1% among 580,000. Potency, µM (doses to about 108 µM), for inactives: at the top dose activity change, negative = inhibition, actives largely listed as inhibitors. P18054. purified 12hLO, xylenol orange hydroperoxide absorbance; also: potency is read from the fitted curve at half-maximal effect; % is scaled to controls: 0 for no effect and ±100 for the full control effect
#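 Purified human 12hLO at 150 nM in 25 mM Hepes, 0.01% Triton X-100, pH 7.0, preincubated 15 min at room temperature with compound. Reaction started with 40 uM arachidonic acid, 30 min at room temperature. Hydroperoxide measured by Fe-xylenol orange, 573/405 nm absorbance ratio.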
# HP1b chromo inh: blocks HP1-beta chromodomain binding to methylated histone tails; AID 540317; P83916; hit rate 0.56% among 390,000; AlphaScreen HP1-beta / biotin-H3K9me3 peptide binding; Potency, µM (series often up to 114 µM), for the others: top-dose activity change, negative = inhibition, usual class: inhibitors; also: potency is read from the fitted curve at half-maximal effect; nearly all actives have a fitted effect of over 70% in size; inactives centre near 23
# Target sequence (P83916 whole entry, looked up): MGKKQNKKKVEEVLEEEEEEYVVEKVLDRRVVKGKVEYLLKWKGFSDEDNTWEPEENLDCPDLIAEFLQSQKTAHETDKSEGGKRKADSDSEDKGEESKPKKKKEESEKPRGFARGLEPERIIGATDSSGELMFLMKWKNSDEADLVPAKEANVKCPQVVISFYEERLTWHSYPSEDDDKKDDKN
#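 HP1-beta protein (50 nM final) preincubated 30 min at room temperature with biotinylated H3(1-18)K9me3 peptide (50 nM) in PBS pH 7.4, 0.01% Tween-20, then compound added for 30 min. AlphaScreen streptavidin donor/nickel chelate acceptor beads (10 ug/mL final), 30 min dark, luminescence read.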
# GLS inhibitor: glutaminase GLS (human) inhibition; GLS enzymatic activity, qHTS titration; O94925; hit rate 0.21% among 410,000; AID 624170; Potency, µM (titrated, usually from 45.5 µM), inactives show top-dose activity change, negative = inhibition, most hits filed as inhibitors; also: potency is read from the fitted curve at half-maximal effect; % is scaled to controls: 0 for no effect and ±100 for the full control effect
#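 Enzyme dispensed in phosphate buffer (45 mM, pH 8.2, 0.02% Tween-20), compounds pinned in, then 1 mM L-glutamine solution and the glutamate oxidase–HRP–Amplex Red mix added; fluorescence read immediately and again after 30 min at room temperature.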
# * = called active by the depositor; ? = inconclusive; . = not tested or not shown; & = joins results of further samples; [ ] = another dose, or the depositor's remark. Unless noted, calls follow the shape of the dose curve; as a rule, active = well fitted curve in the direction sought with a large enough effect; inconclusive = small, poorly fitted or top-dose-only effect, or another doubt; inactive = no such curve, though single readings can be large; an effect the other way counts as inactive or inconclusive. The list is partial; the hit share may differ from the screen's.
SMILES,JMJD2A Tudor,G9a block,RGS4 inh,BAZ2B inh,PI4K2A block,ERG Ets-DNA blk,ALOX12 inh,HP1b chromo inh,GLS inhibitor
NCCCC[C@H](N)c1nnc([C@H](CC(=O)O)NC(=O)C2CCNCC2)o1,-17%,?,9%,-31%,-6,2%,-1%,52%[activator],15%
O=C(NCc1ccc(F)cc1)N[C@@H](Cc1ccccc1)C(=O)O,-15%,?,-12%,-17%,2,-2%,-9%,40%[activator],-7%
CS(=O)c1ccccc1O (stereo not drawn),-14%,12%[59 µM],-1%,-15%,11,4%,-6%,17%,4%
NC(CCC(=O)O)C12CC3CC(CC(C3)C1)C2 (stereo not drawn),-1%,-9%,30%,-22%,-5,-3%,?,35%,5%
CC(=O)Nc1ccccc1Nc1cc(C#N)c(C#N)cc1[N+](=O)[O-],-23%,21%,-19%,1%,1,3%,0%,25%,-1%
O=C1C=C(c2cccc(Cl)c2)C[C@@H](c2ccc(Cl)cc2)C1,29%,-6%[0.501 µM],12%,6%,-2,-10%,4%,63%[activator],15%
CCn1c(SCC(=O)Nc2cc(C)on2)nnc1-c1ccc(S(=O)(=O)N2CCCC2)cc1,-16%,9%[12.7 µM],6%,-2%,-2,0%,9%,36%,1%
CNc1ccc(Br)cc(C(=O)/C=C/c2cccc(OC)c2OC)c1=O,4%,8.9µM*,-20%,40µM*,1,8%,?,18%,.
COc1cc(OC)c(OC)cc1CN1CCN(Cc2ccco2)CC1,22µM*,35µM*,-14%,79µM*,3,-3%,?,-11%,1%
CC(=O)N1CC(=O)N(CC(=O)Nc2ccc(Br)cc2)C1=S,-7%,21%,11%,-11%,17,32%[activator],-18%,17%,-12%
Cc1ccc(CN2C(=O)C(Cc3ccccc3)Nc3ncnc(N4CCN(c5ccccc5)CC4)c32)cc1 (stereo not drawn),-30%,7%[2.33 µM],?,-33%,-6,4%,-12%,52%,2%
COc1ccc(NC(=O)Nc2ccc(CC(=O)O)cc2)cc1,-1%,10%,2%,-3%,-1,2%,-5%,35%,3%
COc1ccc(C=O)cc1COc1ccc2c(c1)OCO2,7.1µM*,9%[0.501 µM],10%,?,-2,-3%,?,-30%,1%
COCCCN1C(=O)C(O)=C(C(=O)c2ccco2)C1c1ccc(Br)cc1 (stereo not drawn),-23%,?,36%,?,2,7%,?,2%,6%
O=C1CC(=O)CC(c2ccccc2Cl)C1,-3%,22%[59 µM],-17%,15%,-3,9%,?,44%[activator],-27%
CCN(CC(=O)NCc1cccs1)C(=O)c1cc(Br)ccc1O,-17%,.,-6%,.,-3,6%,-12%,38%,14%
O=c1c2ccccc2n2c(-c3ccc(Cl)cc3)nnc2n1CCc1ccccc1,-15%,-7%[59 µM],-16%,20%,-4,3%,-7%,62%[activator],5%
CCCC1(C(=O)O)NC(c2ccc(OC)cc2O)C2C(=O)N(c3ccc(OC)cc3)C(=O)C21 (stereo not drawn),-20%,4%,-8%,-2%,-1,2%,30%,56%[activator],18%
COc1ccccc1-n1c(=S)sc2c(=O)n(Cc3ccco3)c(SC)nc21,?,13µM*,-14%,-38%,6,1%,9%,-34%,-1%
CCC(=O)N1CCCn2c1nc1ccccc12,-5%,16%[59 µM],4%,-9%,3,-1%,2%,29%,8%

# Three entries from above, arranged by their value in BAZ2B inh, largest number first:
mol,BAZ2B inh
O=C1CC(=O)CC(c2ccccc2Cl)C1,15%
CCn1c(SCC(=O)Nc2cc(C)on2)nnc1-c1ccc(S(=O)(=O)N2CCCC2)cc1,-2%
O=C(NCc1ccc(F)cc1)N[C@@H](Cc1ccccc1)C(=O)O,-17%

# (continued)
SMILES,JMJD2A Tudor,G9a block,RGS4 inh,BAZ2B inh,PI4K2A block,ERG Ets-DNA blk,ALOX12 inh,HP1b chromo inh,GLS inhibitor
COc1ccc(-c2nn(-c3ccccc3)cc2C(=O)n2nnc3ccccc32)cc1,-8%,-41%[2.33 µM],-5%,-17%,10,-1%,15%,36%,4%
Cc1ccccc1C(=O)NCCCNC(=O)c1ccccc1C,-2%,.,18%,.,-1,-3%,0%,11%,-27%
COc1cccc(C(Nc2ccccn2)c2oc(CO)cc(=O)c2O)c1 (stereo not drawn),45µM*,1.3µM*,-49%[56.9 µM],79µM*,-6,0%,-8%,?,13%
COc1ccccc1C(=O)NCCn1cc(SCC(=O)Nc2nnc(C)s2)c2ccccc21,-13%,12%[59 µM],-36%,-9%,1,5%,?,27%,-3%
Cc1c(C)c2ccc(OC(C)C(=O)N[C@@H](Cc3c[nH]c4ccccc34)C(=O)O)c(C)c2oc1=O (stereo partly drawn),-20%,.,-5%,-11%,0,-15%,-12%,19%,17%
COc1ccc(CCNC(=O)COC(=O)/C=C/c2cccc(F)c2)cc1,1%,.,-20%,.,7,0%,18%,25%,-17%
O=C(c1cc(Cl)ccc1Cl)N1CCOCC1,6%,6%[59 µM],23%,10%,0,.,-14%,29%,-2%
O=C(CCNC(=O)c1ccc(Br)cc1)Nc1ccc(S(=O)(=O)N2CCOCC2)cc1,-8%,.,-15%,.,-3,0%,388%[activator],27%,1%
CN(C)c1cccc(C(=O)NNC(=S)NC2CCCC2)c1,-20%,?,-20%,-29%,-2,-29%,-11%,5%,26%
COc1cc(NC(=O)c2cc(-c3cccc(Cl)c3)on2)c(OC)cc1Cl,-3%,-9%[59 µM],8%,-7%,-2,6%,-11%,13%,1%
CC(=O)c1cc2c(cc1NC(=O)CN1CCN(c3cccc(C(F)(F)F)c3)CC1)OCO2,-15%,?,-9%,0%,-3,.,?,38%,4%
Cc1ccnn1CCC(=O)O,-4%[11.4 µM],7%,1%[11.4 µM],-21%,-3,3%,-16%,28%,-2%
OCCN1CNC(=S)NC1,-4%,7%[59 µM],20%,-7%,-1,-1%,-85%,38%[activator],-1%
CCCCOc1cccc(OCC(=O)Nc2nc3ccccc3[nH]2)c1,-19%,16%[59 µM],-14%,5%,-6,5%,-17%,35%,1%
Cc1ccc2[nH]c(=O)c3cc(C(=O)N(C)c4ccc(Br)cc4)sc3c2c1,0%,13%[59 µM],-6%,-4%,-2,-4%,-25%,49%[activator],1%
Cc1cccc(C)c1OCC(=O)Nc1ccc(N2CCOCC2)cc1,-17%,1%,1%,-16%,3,3%,12%,32%,23%
CCCn1c(SCc2nc3sc(C)c(C)c3c(=O)[nH]2)nc2ccccc2c1=O,-13%,50µM*,-10%,-8%,-4,-2%,-32%,24%,0%
O=C(CCN1CCN(Cc2ccccc2)CC1)Nc1cccc(Br)c1,-26%,-43%[2.33 µM],-13%,-2%,8,-9%,-11%,-2%,-2%
CC(Oc1ccc(Br)cc1)C(=O)Nc1ccc(S(=O)(=O)NC2=NCCCCC2)cc1 (stereo not drawn),-14%,.,-24%,.,-2,?,194%[activator],35%,-4%
O=C(CCCc1ccccc1)NCCCN1CCOCC1,-14%,2%,2%,-3%,4,-5%,-2%,17%,4%
CNc1snc(C)c1C(=O)OC(C)C(=O)c1ccc(F)cc1 (stereo not drawn),9%,21%[12.7 µM],15%,7%,-1,1%,286%[activator],56%[activator],4%
CCOC(=O)c1cc2c(s1)-c1c(C)cccc1OC2,.,467%[activator],9%,365%[activator],0,3%,41%[activator][57.4 µM],482%[activator],17%
COc1ccc(C2(C(=O)Nc3ccc(S(N)(=O)=O)cc3)CCCC2)cc1,?,8%,?,-19%,2,1%,9%,?,17%
CCOc1ccc(NC(=O)c2cc([N+](=O)[O-])ccc2N2CCOCC2)cc1,-21%,?,-11%,-13%,-1,.,3%,-3%,0%
Cc1ccc(SCC(=O)c2c(C)[nH]c3ccccc23)cc1,-9%,6%,0%,-2%,-5,-2%,-24%&-14%,22%,-1%
Cc1ccc(S(=O)(=O)N/N=C/c2ccc(OS(=O)(=O)c3ccc(C)c([N+](=O)[O-])c3)cc2)cc1,-29%,?,-9%,?,-10,7%,-22%,-2%,14%
COc1cnc(-c2ccccn2)nc1Oc1ccc(F)cc1F,-32%,5%,-14%,40µM*,-17,-6%,7%,44%[activator],0%
O=C(Nc1ccc([N+](=O)[O-])cc1)C(=O)Nc1cccc(C(=O)O)c1,-17%,-32%,-1%,-18%,-25,10%,-2%,26%,-2%
O=C(Cc1ccccc1)NCC(=O)OCC(=O)c1ccc(Cl)cc1,-1%,31%,0%,2%,2,7%,3%,28%,1%
CSc1nc2sc3c(c2c(=O)n1CC(C)C)CC(C)(C)OC3,-5%,7%,7%,-10%,0,-1%,130%[activator],0%,3%
O=C(NCCc1ccccc1F)/C(=C/c1cccnc1)NC(=O)c1ccccc1,-8%,3%[59 µM],6%,3%,-3,-2%,4%,8%,3%
Cc1ccccc1-c1nc(-c2cccnc2)no1,5%,31%,-15%,9%,-2,8%,0%,52%[activator],-1%
COc1cccc(NC(=O)[C@H](Cc2c[nH]c3ccccc23)NC(=O)[C@@H]2Cc3ccccc3CN2)c1,?,.,4%,1%[57.1 µM],0,-1%,-1%,-3%,9%
C/C(Cn1nnc([N+](=O)[O-])n1)=N\NC(=O)c1ccccc1Cl,-8%,?,12%,-34%,-6,5%,1%[57.4 µM],16%,0%
CN(C(=O)CC1C(=O)NCCN1Cc1ccoc1)C1CCOCC1 (stereo not drawn),-11%,?,14%,-16%,0,5%,0%,13%,14%

# From PubChem BioAssay
